Rac1 GTP hydrolysis – MgcRacGAP GTPase-activating activity inhibitors, confirmation, biochemical, ADP Hunter fluorescence. hit rate 0.6% among 340,000. MgcRacGAP-stimulated Rac1 GTP hydrolysis, ADP Hunter fluorescence; higher % means a stronger effect; GST-tagged Rac1 F28L mutant substrate. one-dose inhibition, % at 30 µM; IC50 in µM for titrated hits;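 active = first-screen hits whose inhibition reached a set limit at any dose in the follow-up dose series; inconclusive = inhibition above the set first-screen limit but never retested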;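 also: fluorescence reports GDP produced by GAP-driven GTP hydrolysis; strong numbers were not always called active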
GPR55 antagonists – inhibition of LPI-stimulated GPR55 beta-arrestin translocation – imaging, U2OS, beta-arrestin-GFP, LPI agonist, primary screen (AID 2013); U2OS GPR55 beta-arrestin-GFP translocation imaging, LPI antagonism; higher % means a stronger effect; inhibition, % at 10 µM; hits with a dose series show IC50 in µM; hit rate 0.13% among 290,000;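 active = spots per cell inhibited over 60%, with over 100 cells counted and total cytoplasm intensity under 500,000; inconclusive = wells with under 100 cells, flagged as likely toxic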;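 also: U2OS cells stably carrying GPR55 and arrestin-GFP stimulated by 5 µM LPI near EC80; imaged beta-arrestin-GFP aggregate spots per cell after agonist stimulation; plate controls were LPI-stimulated DMSO wells for no effect and DMSO wells without LPI for full effect; some results filed as inactive read as strong as hits; confirmed hits need IC50 under 10 µM and bright autofluorescent wells are also inconclusive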
NOD2 inhibition – inhibition of NOD2-driven NF-kB reporter – cell-based, luminescence, uHTS, HEK293 (AID 1566) | HEK293 NOD2/NF-kB luciferase reporter, luminescence; higher % means a stronger effect | inhibition, % at 4 µM, or EC50 in µM where a hit was titrated | hit rate 0.63% among 290,000; also: many of its hits are not listed in these tables
HIV fusion peptide – inhibitors of HIV fusion peptide binding, primary screen, biochemical, uHTS, fluorescence dequenching (AID 1986) | cell-free peptide binding, fluorescence dequenching, 30 min; higher % means a stronger effect | hit rate 0.3% among 290,000 | inhibition, % at 20 µM; hits with a dose series show IC50 in µM; in the data active = inhibition mostly above about 52%, no sharp cut-off; inactive = mostly below about 76%; also: some results filed as inactive read as strong as hits
KOR beta-arrestin-1 – kappa opioid receptor blockers – cell-based, luminescence, uHTS (AID 1778); KOR beta-arrestin recruitment, luminescence, antagonist mode; higher % means a stronger effect; inhibition, % at 10 µM; hits with a dose series show IC50 in µM; hit rate 0.091% among 290,000; also: strong numbers were not always called active
NOD1 NF-kB reporter – NOD1 signaling inhibitors, primary screen, cell-based, luminescence, uHTS (AID 1578); NOD1-driven NF-kB luciferase reporter cells, luminescence; higher % means a stronger effect; one-dose inhibition, % at 4 µM; EC50 in µM for titrated hits; hit rate 1% among 290,000; in the data active = inhibition mostly above about 36%, no sharp cut-off; inactive = mostly below about 34%;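 also: HEK-293T reporter cells stimulated with the NOD1 agonist gamma-tri-DAP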
GPR55 activation – selective activators of receptor GPR55 – imaging, U2OS cells, beta-arrestin-GFP redistribution, primary screen (AID 1961). U2OS GPR55 beta-arrestin-GFP redistribution imaging; higher % means a stronger effect. activation, % at 10 µM, or EC50 in µM where a hit was titrated. hit rate 0.048% among 290,000;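 active = activation above 40% with more than 50 cells counted in the well; inconclusive = wells holding fewer than 50 cells, flagged as toxic or sparse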;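 also: U2OS osteosarcoma cells stably expressing GPR55 and beta-arrestin-GFP; plate controls were DMSO negative control for no effect and LPI positive control for full effect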
Large T inhibition – TAg ATPase/helicase activity blockers – biochemical (AID 1903); SV40 large T antigen ATPase/helicase inhibition assay; higher % means a stronger effect; hit rate 0.39% among 310,000; inhibition, % at 20 µM; hits with a dose series show IC50 in µM; in the data active = a potency from the dose series; inconclusive = inhibition mostly from about 32% at the one dose, without a potency; inactive = the rest, 99 in 100 with inhibition below about 32%; also: strong numbers were not always called active
KOR beta-arrestin-2 – KOR agonists, beta-arrestin recruitment, primary screen, cell-based, luminescence, uHTS (AID 1777). KOR beta-arrestin recruitment, luminescence; higher % means a stronger effect. activation, % at 10 µM; hits with a dose series show EC50 in µM. hit rate 0.02% among 280,000; in the data active = activation above about 50%, passing the limit was not always enough; also: a part of the inactive calls stands beside numbers as strong as those of hits
* marks the source's active call; other numbers are inactive results; ? = inconclusive; . = not tested or not shown; [ ] = dose if it differs, or a comment. Rule as the data show it, unless noted: active = inhibition above about 50%; inactive = the rest. A portion of the library, so the mix of outcomes need not match the whole.

SMILES	Rac1 GTP hydrolysis	GPR55 antagonists	NOD2 inhibition	HIV fusion peptide	KOR beta-arrestin-1	NOD1 NF-kB reporter	GPR55 activation	Large T inhibition	KOR beta-arrestin-2
CN(C(=O)c1cnc2n(c1=O)CCS2)C1CCCCC1	-2%	0%	22%	-0.2%	-7%	17%	-0.2%	4%	-1.3%
O=C(NCc1ccccc1OC(F)(F)F)C1CCC(=O)N(C2CC2)C1 (configuration not stated)	7%	-6%	8%	0.6%	-7%	-28%	0.2%	9%	3.9%
Cc1sc2ncnc(SCC(=O)N3CCCC(C(F)(F)F)C3)c2c1C (configuration not stated)	-4%	14%	20%	-0.3%	36%	-5%	0.3%	12%	2.9%
O=C(c1oc2ccccc2c1N1CCCCC1)N1CCCCC1	9%	15%	8%	1.1%	35%	-15%	-0.1%	-10%	0.3%
COc1ccc(/C=N/n2cnc3c([nH]c4ccc(C)cc43)c2=O)cc1CN1CCCC1	18%	-3%	14%	1.5%	-1%	-4%	-0.2%	5%	3.5%
COc1ccc(NC(=O)CN2CCCN(S(=O)(=O)c3ccc(F)cc3)CC2)cc1	4%	8%	2%	-1.7%	21%	-35%	-0.1%	6%	-3.5%
CSc1ccc(CN2CCC(CO)(Cc3ccc(Cl)cc3)CC2)cc1	17%	3%	15%	-1.3%	-43%[20 µM]	2%	0.3%	14%	.
CC(C)(C)S(=O)(=O)c1cnc(-c2cnccn2)nc1N	.	-24%	-46%	-2.0%	39%	9%	0.0%	13%	-1.8%
CCCCOc1ccc(/C=C/C(=O)NCCc2nc3ccccc3[nH]2)cc1	10%	-7%	22%	0.0%	-30%	2%	-0.1%	-2%	4.6%
O=S(=O)(c1cccs1)N1CCN(CC(O)COc2cc(Cl)ccc2Cl)CC1 (configuration not stated)	3%	-2%	43%	-0.3%	2%	52%	-0.2%	18%	7.6%
Cc1cc(=O)oc2c(C)c(OCC(=O)NCCCn3ccnc3)ccc12	-16%	14%	3%	-1.5%	1%	2%	0.1%	11%	-5.8%
COc1cc(CNc2nc3ccccc3s2)cc(OC)c1OC	3%	-6%	23%	-0.4%	-36%[20 µM]	27%	-0.3%	9%	-3.6%
CCOc1cc(C(=O)Nc2ccc([N+](=O)[O-])cn2)cc(OCC)c1OCC	-8%	4%	8%	3.1%	.	-21%	-0.4%	12%	-3.8%
CCSc1nnc(NC(=O)[C@H](C)N2C(=O)C3CC=CCC3C2=O)s1 (some centres not stated)	8%	0%	4%	-2.2%	8%	-2%	-0.4%	-2%	-1.3%
O=C(NC1CCCCC1)C(=O)N(Cc1cccnc1)C(C(=O)NCc1ccco1)c1ccccc1 (configuration not stated)	.	-3%	-3%	-1.4%	5%	-47%	-0.1%	2%	0.9%
COc1ccc(S(=O)(=O)N(CC(=O)N2CCOCC2)c2ccc(F)cc2)cc1OC	3%	-11%	-2%	-0.1%	-6%	-42%	0.0%	-15%	4.9%
CCOC(=O)C1=C(N)N2C(=O)C(C)SC2=C(C(=O)OCC)C1c1ccc(O)cc1 (configuration not stated)	-2%	-3%	-3%	-1.8%	20%	-7%	-0.1%	14%	3.6%
CCOC(=O)C(NC(=O)CCC(=O)Nc1ccc(S(N)(=O)=O)cc1)C(O)c1ccccc1 (configuration not stated)	.	-2%	11%	-0.1%	-24%	-10%	-0.2%	5%	-2.4%
Fc1cccc(-c2n[nH]c(=S)n2-c2ccccc2)c1	12%	-2%	-2%	-0.2%	2%[20 µM]	-30%	-0.2%	4%	-0.3%
COc1ccccc1-c1noc2ncnc(Nc3cccc(C)c3C)c12	6%	-4%	8%	0.3%	-13%[20 µM]	-4%	0.8%	7%	-2.5%
CC(CNC(=O)CCS(=O)(=O)c1ccc2c(c1)oc(=O)n2C)c1ccccc1 (configuration not stated)	8%	0%	-1%	-0.4%	39%	8%	-0.2%	6%	-4.8%
c1ccc(C(Cc2nc(-c3cccnc3)no2)c2ccccc2)cc1	7%	9%	15%	-0.8%	5%	-6%	-0.2%	-1%	-4.2%
CCOC(=O)C1=C(C)NC(C)=C(C(=O)OCC)C1c1ccco1	-7%	-2%	6%	0.6%	2%	-7%	-0.1%	9%	1.7%
NC(=O)COC(=O)c1cccc(S(=O)(=O)N2CCCc3ccccc32)c1	-3%	7%	8%	0.4%	4%	-36%	0.6%	9%	1.6%
CCOc1ccc([N+](=O)[O-])c(N)c1	2%	-12%	-6%	0.1%	-12%	-24%	-0.2%	0%	8.6%
COc1cc(C(=S)N2CCCCC2)ccc1OCC(=O)N1CCCC1	6%	9%	3%	-1.3%	-14%	10%	0.4%	8%	-1.5%
Cc1cccc(NC(=O)COC(=O)CCCC2=NS(=O)(=O)c3ccccc3N2)c1	8%	11%	-8%	0.4%	-17%	-1%	0.3%	3%	-2.5%
CC1(C)CC(=O)C(N=Nc2ccc(Cl)cc2)=C(O)C1	-10%	0%	-31%	-1.2%	21%	-23%	-0.1%	10%	-2.8%
O=C(NCc1ccc2c(c1)OCO2)C1CCN(S(=O)(=O)c2cccs2)CC1	5%	-10%	-17%	-0.2%	-35%	4%	-0.3%	-3%	-11%
CC(C)CC(=O)NC(=S)Nc1cc(C(=O)O)ccc1Cl	3%	14%	14%	7.7%	12%	-15%	-0.3%	21%	-0.4%
CCOC(=O)C1CCN(C(=O)C(C)Oc2ccc(Br)cc2)CC1 (configuration not stated)	0%	20%	15%	-1.4%	-12%[20 µM]	-10%	0.2%	1%	-0.9%
O=C(N/N=C\c1ccc(-c2ccc([N+](=O)[O-])cc2)o1)c1ccc2c(c1)OCO2	5%	4%	-2%	6.8%	28%	-15%	0.2%	3%	-2.4%
CCC1(C)COC(C)(CC(=O)NNC(=O)Nc2ccccc2)OC1 (configuration not stated)	10%	6%	10%	-1.1%	-12%[20 µM]	0%	-0.1%	4%	-4.9%
Cc1ccc(SCCN2CCN(CCc3ccccc3)CCC2=O)cc1	12%	7%	-8%	0.5%	18%	0%	-0.1%	12%	-3.6%
Nc1ccc(-n2nncc2-c2ccco2)cc1	-2%	-4%	8%	7.1%	38%	-22%	-0.1%	4%	-5.1%
COC(=O)c1c(C)cc(C)n2c1nc1ccccc12	8%	1%	6%	27%	4%	29%	0.6%	9%	6.9%
O/N=C1\CCSc2ccc(F)cc21	10%	-1%	-14%	1.7%	-40%	0%	-0.2%	4%	7.0%
O=C(CSc1ncn[nH]1)Nc1ccccc1Sc1ccc(Cl)cc1	22%	3%	15%	-2.0%	2%	46%	1.2%	7%	-2.1%
COc1cc(NC(=O)CCNC(=O)Cn2ccc3ccccc3c2=O)cc(OC)c1OC	5%	-6%	15%	1.2%	-61%	-19%	-0.1%	22%	-1.4%
O=C(Nc1ccc2c(c1)OCCO2)c1cc(-n2cnnc2)ccc1Cl	13%	7%	6%	1.6%	-11%	-18%	0.2%	0%	-1.2%
Cc1ccccc1C1c2[nH]c3ccccc3c2C[C@H]2C(=O)N(C3CC3)CC(=O)N12 (some centres not stated)	6%	-1%	-20%	0.5%	30%	-5%	-0.1%	3%	-5.5%
CCOC(=O)Cn1nc(C)n(-c2ccc(F)cc2)c1=O	-4%	-6%	-5%	0.8%	-32%	-40%	-0.2%	3%	0.8%
Cc1cc(NC(=O)Cc2cccs2)no1	4%	2%	10%	20%	11%	-13%	-0.3%	8%	-0.8%
CS(=O)(=O)c1ccc2nc(NC(=O)Nc3cccc(Cl)c3)sc2c1	0%	-14%	-3%	6.3%	-28%	54%	0.2%	7%	2.2%
C=CCc1cc(/C=C/c2nc(O)c([N+](=O)[O-])c(=O)[nH]2)cc(OC)c1O	24%	0%	-15%	30%	-13%	-40%	0.3%	?	-1.8%
CC1CN(C(NC(=O)C(C)(C)C)C(Cl)(Cl)Cl)CC(C)O1 (configuration not stated)	2%	-5%	9%	-2.0%	8%	10%	0.0%	-2%	7.8%
CC(=O)c1ccc(NC(=O)COc2ccccc2C(=O)Nc2ccccc2)cc1	7%	20%	-2%	0.4%	7%	-32%	-0.1%	3%	0.8%
O=C(Nc1cccc(C(F)(F)F)c1)c1csc(-c2ccncc2)n1	1%	3%	15%	0.5%	-13%[20 µM]	-16%	-0.1%	6%	-3.0%
COc1ccc(NC(=O)C2CCCN(c3cc(C)nc4ncnn34)C2)cc1 (configuration not stated)	7%	0%	3%	-0.5%	1%	-16%	1.2%	13%	-4.0%
COc1ccc(CCC(=O)NCCOc2ccc(Cl)cc2)cc1	8%	-4%	20%	-1.4%	6%	7%	-0.1%	-10%	-3.6%
CCN(C(=O)CSc1nnc(-c2ccccc2Cl)n1C1CCCC1)C1CCS(=O)(=O)C1 (configuration not stated)	10%	-5%	1%	2.1%	-13%	-22%	-0.2%	11%	-1.3%
Cc1nnc(NC(=O)C(c2ccccc2)c2ccccc2)s1	4%	-4%	0%	0.9%	-21%	10%	-0.2%	-9%	1.7%
CC1=CC(=C(C#N)C#N)C=C(C)N1CCN1CCN(C(=O)Nc2cccc(Cl)c2)CC1	5%	4%	12%	-1.6%	16%	-4%	0.0%	-1%	5.5%
COc1ccc(-c2c(C)nn(-c3ccccc3)c2N)cc1	2%	8%	-33%	1.9%	6%	-42%	-0.1%	5%	-8.6%
O=C(O)COc1cccc2nsnc12	5%	2%	6%	-1.7%	-14%	11%	-0.2%	3%	-7.8%
Cn1c(=O)c2[nH]c(N3CCCCC3)nc2n(C)c1=O	4%	-15%	17%	0.2%	-5%	-11%	0.0%	-3%	-3.1%
COc1cccc(NC(=O)CNC(C)CCC(C)C)c1 (configuration not stated)	-5%	-5%	-5%	3.9%	0%	-3%	-0.3%	13%	-2.1%
N#Cc1ccc(OCc2nnc(-c3ccc([N+](=O)[O-])cc3)o2)cc1	4%	6%	-3%	-2.3%	-5%	-42%	1.5%	0%	-0.8%
CCn1c(=O)c2cc(C(=O)NCc3cccs3)sc2c2ccccc21	3%	5%	8%	1.8%	-31%	-18%	-0.1%	4%	11%
Cc1ccc(S(=O)(=O)NNC(=O)C(=O)NNS(=O)(=O)c2ccc(C)cc2)cc1	10%	4%	23%	11%	0%	-28%	0.6%	-1%	-3.1%

Ordered by value in KOR beta-arrestin-2 (low to high): 3 of the compounds above
Structure	Rac1 GTP hydrolysis	NOD2 inhibition	HIV fusion peptide	KOR beta-arrestin-1	NOD1 NF-kB reporter	Large T inhibition	KOR beta-arrestin-2
O=C(O)COc1cccc2nsnc12	5%	6%	-1.7%	-14%	11%	3%	-7.8%
COc1cccc(NC(=O)CNC(C)CCC(C)C)c1 (configuration not stated)	-5%	-5%	3.9%	0%	-3%	13%	-2.1%
Cc1nnc(NC(=O)C(c2ccccc2)c2ccccc2)s1	4%	0%	0.9%	-21%	10%	-9%	1.7%

From PubChem BioAssay
